# Mdm2-MdmX inh = inhibitors of human Mdm2/MdmX interaction; O15151+Q00987; SaOS-2 split-luciferase Mdm2/MdmX complementation, luminescence; inhibition, % at 8 µM; 330,000 compounds, 3% hits; AID 485346;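 active means inhibition of at least 50% at 8 µM in the primary screen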
# Target sequence (O15151 whole entry, looked up): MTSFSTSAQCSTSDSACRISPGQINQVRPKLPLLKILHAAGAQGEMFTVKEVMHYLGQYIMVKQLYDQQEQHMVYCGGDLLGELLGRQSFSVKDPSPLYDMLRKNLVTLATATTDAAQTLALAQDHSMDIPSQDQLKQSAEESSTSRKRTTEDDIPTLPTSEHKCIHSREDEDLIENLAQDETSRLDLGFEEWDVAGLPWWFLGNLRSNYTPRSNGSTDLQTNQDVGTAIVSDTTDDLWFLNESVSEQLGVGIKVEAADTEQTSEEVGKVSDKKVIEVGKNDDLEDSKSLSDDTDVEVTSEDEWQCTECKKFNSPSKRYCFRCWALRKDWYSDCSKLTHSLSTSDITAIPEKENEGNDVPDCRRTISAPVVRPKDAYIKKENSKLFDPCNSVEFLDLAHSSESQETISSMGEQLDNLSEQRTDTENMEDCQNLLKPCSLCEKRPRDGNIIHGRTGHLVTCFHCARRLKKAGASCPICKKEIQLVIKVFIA
# Target sequence (Q00987 whole entry, looked up): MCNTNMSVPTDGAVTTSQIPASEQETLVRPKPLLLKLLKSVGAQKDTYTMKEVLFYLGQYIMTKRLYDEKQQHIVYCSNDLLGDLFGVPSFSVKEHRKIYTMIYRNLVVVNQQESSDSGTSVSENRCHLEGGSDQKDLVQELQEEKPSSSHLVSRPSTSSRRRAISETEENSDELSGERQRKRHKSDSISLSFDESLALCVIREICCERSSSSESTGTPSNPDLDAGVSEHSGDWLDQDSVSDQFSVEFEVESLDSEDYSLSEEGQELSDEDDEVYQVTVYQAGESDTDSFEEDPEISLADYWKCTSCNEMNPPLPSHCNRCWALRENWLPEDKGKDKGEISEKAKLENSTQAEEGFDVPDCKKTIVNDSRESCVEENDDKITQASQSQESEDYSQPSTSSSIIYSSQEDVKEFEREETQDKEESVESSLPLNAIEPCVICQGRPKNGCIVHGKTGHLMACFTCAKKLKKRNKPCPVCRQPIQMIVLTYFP
# Gli-Sufu block = blocks Gli-Sufu signaling in a luciferase reporter | Sufu-KO-LIGHT fibroblasts, Gli luciferase reporter luminescence | inhibition, % at 5 µM | 340,000 compounds, 0.74% hits | AID 588413;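 active means inhibition above about 55%, limit read from the data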;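 further: 0% = DMSO-treated cells and 100% = wells with medium but no cells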
# CCR6 antag = blocks CCL20-driven beta-arrestin recruitment at human CCR6; inhibition, % at 20 µM; P51684; CHO-K1 CCR6 PathHunter beta-arrestin, luminescence, CCL20-stimulated; 340,000 compounds, 0.49% hits;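 active means compounds whose inhibition of the agonist-driven luminescence signal at 20 µM reaches about 50%, limit read from the data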;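 further: cells stimulated with CCL20 at 14 nM final; plate controls were DMSO with CCL20 for no effect and DMSO without agonist for full effect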
# CHOP UPR activ = apoptotic UPR (CHOP) activation; CHO-CHOP luciferase reporter, luminescence; percent of tunicamycin response over DMSO baseline; activation, % at 10 µM; 330,000 compounds, 0.34% hits;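 active means at 10 µM dose, activation of 40% or more, normalized to positive control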;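 further: 100% = tunicamycin at 10 µg/mL and 0% = DMSO alone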
#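 Test system: CHO-CHOP cells, stable luciferase reporter of PERK-eIF2a-CHOP signalling | Quantity: 500 CHO-CHOP cells per well | Buffer or medium: F12 plus 10% serum | Compound dosing: 10 µM single point, 0.5% DMSO | Schedule: 6 h compound treatment, 37 °C | Signal: Luciferase luminescence | Control set: Tunicamycin high control, DMSO low control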
# CXCR6 inh = CXCR6 (human) receptor inhibition | CHO-K1 PathHunter CXCR6 beta-arrestin, luminescence | inhibition, % at 20 µM | 360,000 compounds, 0.36% hits | AID 602244; in the data active means inhibition above about 34%, passing the limit was not always enough;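 further: antagonist mode with CXCL16 agonist at 10 nM final; 0% = 10 nM CXCL16 with DMSO and 100% = unstimulated wells without agonist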
# XBP1 UPR activ = adaptive UPR (XBP1) activation | CHO-XBP1 luciferase reporter, IRE1-XBP1 UPR activation, luminescence; percent of tunicamycin response, DMSO as zero | activation, % at 20 µM | 330,000 compounds, 0.33% hits | AID 463104;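 active means versus positive control, 20 µM dose yields 30% or more activation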;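 further: 100% = tunicamycin at 10 µg/mL and 0% = DMSO only wells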
#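 Material: CHO-XBP1 cells stably carrying IRE1-XBP1-driven luciferase reporter / Amount: 1000 cells per well / Compound: 20 µM, 1% DMSO / Times: 6 h treatment, 37 °C / Detection: luciferase luminescence / Measure: % activation of reporter signal versus tunicamycin and DMSO controls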
# EBI2 block = antagonists of human EBI2 receptor; P32249; EBI2 beta-arrestin recruitment, luminescence, 7a,25-OHC stimulated; inhibition, % at 5 µM; 360,000 compounds, 0.81% hits; AID 651636; in the data active means inhibition above about 38%;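 further: enzyme fragment complementation signal reports receptor beta-arrestin coupling in cells; 0% = agonist plus DMSO wells and 100% = wells without agonist; some results beyond the cut were filed as inactive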
# Jurkat NFkB inh = inhibitors of the PMA/ionomycin-induced NF-kB reporter in Jurkat cells | 330,000 compounds, 0.53% hits | inhibition, % at 4 µM | PMA/ionomycin-induced NF-kB luciferase reporter, luminescence; in the data active means inhibition above about 50%
# 697 NFkB inh = lowers PMA/ionomycin-induced NF-kB signal in 697 B cells; inhibition, % at 4 µM; 697 B-cell NF-kB luciferase reporter, 16 h; 330,000 compounds, 0.33% hits; AID 435022; in the data active means inhibition above about 35%
# * marks the source's active call; other numbers are inactive results; · = no result given.
SMILES,Mdm2-MdmX inh,Gli-Sufu block,CCR6 antag,CHOP UPR activ,CXCR6 inh,XBP1 UPR activ,EBI2 block,Jurkat NFkB inh,697 NFkB inh
Nc1nc(NC(=O)c2ccccc2Cl)nn1-c1ccccc1,10.8,-7.7,1.0,4.4,0.2,2.7,-3.7,-0.8,4.9
COc1ccc(S(=O)(=O)N(C)c2ccc(C(=O)N3CCN(c4ccccc4)CC3)cc2)cc1OC,27.7,30.3,4.2,-0.4,-7.4,-1.5,4.9,3.0,-24.4
CC(O)CNc1ncnc2nc[nH]c12 (configuration not stated),33.1,6.4,-17.7,1.4,-11.2,0.1,-5.7,5.2,12.4
Cc1cn(CC(=O)c2ccccc2)c2ccccc12,-1.2,·,12.7,-1.4,-5.7,-1.6,0.2,4.2,-21.1
C=CCN(C(=O)c1csnn1)C(C(=O)NCc1ccc(F)cc1)c1ccccc1 (configuration not stated),23.3,-11.2,18.8,0.4,-0.7,-4.6,11.5,3.9,3.2
COc1cc(C(CCN2CCCC2)c2c(OC)cc(OC)c3c(C)cc(=O)oc23)cc(OC)c1OC (configuration not stated),14.7,24.1,3.5,0.1,3.6,1.9,0.2,-1.9,17.5
O=C(Nc1cccc([N+](=O)[O-])c1)c1ccc2nc(N3C(=O)CCC3=O)sc2c1,0.9,4.3,8.8,0.3,-6.9,0.6,7.7,0.7,-9.5
CC1CCC2(CC1)NC(=O)N(CC(=O)Nc1nc(-c3ccc(F)cc3)cs1)C2=O (configuration not stated),31.7,-3.9,6.1,0.8,-2.5,2.0,3.3,5.9,7.9
CC(=O)OC1CC[C@@]2(C)C(CCC3C2CC(=O)[C@@]2(C)C3CC3CC(C)=CC(=O)C32)C1 (some centres not stated),·,2.1,-9.3,·,4.2,·,0.2,·,·
C=CCNC(=O)c1ccc(-c2nc3ccccc3nc2-c2ccccc2)cc1,2.7,-1.3,0.3,0.3,5.9,0.7,6.6,6.6,11.1
CC1CCCC(C)N1C(=C(Cl)Cl)C(=C1SCCS1)[N+](=O)[O-] (configuration not stated),8.3,16.8,24.1,0.3,12.3,-3.3,35.8,-1.0,1.8
CCN(CC)C(=O)c1sc2nc(Cc3ccccc3)[nH]c(=O)c2c1C,-11.3,1.4,5.2,1.5,-0.1,3.6,7.1,-5.6,4.0
CC(C)=C1SC(N2CCN(Cc3ccccc3)CC2)=NC1=O,-18.2,2.5,-5.9,2.2,8.2,-0.1,7.5,15.6,-4.6
O=C(CN1CCN(S(=O)(=O)c2ccccc2)CC1)Nc1ccnn1C1CCCC1,16.6,3.7,7.8,-0.2,-1.8,-4.2,2.9,5.4,15.4
CC[n+]1c(/C=C/N(C)c2ccccc2)oc2ccc(F)cc21,22.3,81.7*,-15.3,0.5,-5.5,-1.5,-7.0,17.4,-28.0
C[C@@H]1C(c2ccccc2)=NN(c2ccc(Br)cc2)[C@H]1C(=O)N1CCOC1=O,19.3,-6.4,12.5,4.5,-5.4,1.9,3.8,·,3.8
CCn1c(CNC(=O)c2cccc(C)c2)nnc1SCC(=O)N1CCOCC1,-4.8,-1.4,1.1,1.9,-4.2,-3.2,2.0,3.5,-2.5
Cc1nc2cc(NCc3cc([N+](=O)[O-])ccc3O)ccc2n1Cc1ccccc1,24.9,5.4,29.4,-0.4,4.3,1.0,8.4,-10.7,-22.0
CS(=O)(=O)c1cccc(C(=O)Nc2cccc(-c3nc4ccccc4[nH]3)c2)c1,3.7,-27.3,-21.5,-1.1,1.2,-1.3,-11.0,-14.6,-11.7
CCc1c(Nc2ccccc2Cl)nc(N)[nH]c1=O,·,11.9,-14.8,·,-2.9,·,3.1,·,·
O=C(NCc1ccccc1)C(c1ccco1)N(C(=O)c1csnn1)c1ccccc1 (configuration not stated),11.8,22.6,5.1,0.2,0.8,-4.4,6.6,2.5,-5.9
COc1cc(C(=O)N(Cc2ccc(N(C)C)cc2)C2CCS(=O)(=O)C2)cc(OC)c1OC (configuration not stated),-1.7,-12.1,-1.2,0.7,-1.1,-3.1,-14.6,6.4,1.0
CC(=O)NC(c1cc(Cl)c2cccnc2c1O)C(C)C (configuration not stated),66.4*,21.9,30.7,-0.5,12.1,12.0,13.5,17.5,1.9
O=c1oc(-c2ccccc2Cl)nc2ccsc12,-2.7,-3.3,19.3,-0.1,13.9,-5.1,-1.7,-14.6,-48.1
CCCc1cnc(N2CCN(S(=O)(=O)c3cccs3)CC2)nc1,15.4,21.1,0.0,0.4,-7.0,2.8,-3.3,4.6,-18.6
O=C(Nc1ccc2oc(-c3ccncc3)nc2c1)c1ccccc1F,-12.2,-17.4,-12.9,3.3,-2.7,3.3,-0.5,-29.3,-39.0
Cc1ccc(S(=O)(=O)N(CC(=O)Nc2ccccc2C(=O)O)c2ccc(Cl)cc2)cc1,-2.2,·,19.3,0.6,-1.8,-1.6,5.4,0.5,13.9
CCOc1ccccc1N1CCN(C(=O)NC(C)c2ccc(F)c(F)c2)CC1 (configuration not stated),14.4,9.4,5.8,-1.0,1.3,-2.0,3.2,-0.7,-7.2
Cc1ccc(C)c(N2CCN(C(=O)c3cc4c(C)nc5ccccc5c4o3)CC2)c1,42.3,29.4,5.9,4.4,1.9,-0.9,87.9*,-3.1,-24.2
COc1ccccc1N1CCN(C(c2cccs2)c2nnnn2C2CCCC2)CC1 (configuration not stated),-3.1,8.6,12.6,1.0,7.7,-0.3,8.2,4.3,-5.1

# Reprinted from the part before: 2 entries, then new ones.
SMILES,Mdm2-MdmX inh,Gli-Sufu block,CCR6 antag,CHOP UPR activ,CXCR6 inh,XBP1 UPR activ,EBI2 block,Jurkat NFkB inh,697 NFkB inh
Cc1ccc(C)c(N2CCN(C(=O)c3cc4c(C)nc5ccccc5c4o3)CC2)c1,42.3,29.4,5.9,4.4,1.9,-0.9,87.9*,-3.1,-24.2
COc1ccccc1N1CCN(C(c2cccs2)c2nnnn2C2CCCC2)CC1 (configuration not stated),-3.1,8.6,12.6,1.0,7.7,-0.3,8.2,4.3,-5.1
CCC(=O)Nc1nc(CC(=O)Nc2ccccc2)cs1,-3.5,4.1,1.1,-1.1,-4.5,-0.4,-1.7,2.1,-11.0
CN(Cc1ccccc1F)C(=O)c1sccc1-c1ccccc1,-6.0,-7.1,21.0,3.0,1.1,-4.2,9.6,-3.9,18.4
COc1ccc(-c2sc3cc(OC)c(OC)cc3c2C#CCO)cc1,31.7,-1.6,8.4,5.1,2.3,3.3,10.2,-21.5,-26.3
Nc1cc(N2CCOCC2)c(Cl)cc1[N+](=O)[O-],9.0,-0.8,17.1,0.1,2.1,-1.0,5.7,1.6,-10.8
Cc1cc(Oc2ccc(=O)[nH]n2)nc(Cl)n1,-10.1,0.3,6.8,3.3,-3.2,-0.5,-5.5,1.7,-68.7
Cc1nn2c(nc1=O)SCC(c1ccccc1)=N2,-25.7,-40.1,10.2,-0.4,-3.1,-0.4,-9.6,-17.8,-65.2
Cc1cc(=O)oc(C)c1C(=O)OC(C(=O)c1ccccc1)c1ccccc1 (configuration not stated),14.6,-7.2,4.4,-1.5,-3.2,-4.7,10.6,4.5,5.8
CSc1nc2ccsc2c(=O)n1-c1ccccn1,9.0,-5.0,5.1,-1.4,-1.4,2.6,2.0,5.9,11.7
Cc1csc(NC(=O)c2cc3c(C)nn(Cc4ccccc4Cl)c3s2)n1,14.9,4.3,6.2,3.4,1.5,5.1,3.3,2.1,16.4
O=S(=O)(/N=C(/Sc1ccccc1)c1ccccc1)c1ccccc1,17.1,-18.9,19.5,3.9,18.0,4.8,-1.4,-1.3,17.2
COc1ccc(CCNC(=O)C2CCCN(c3ncccn3)C2)cc1 (configuration not stated),7.4,-9.3,-6.4,-0.1,-0.4,-1.6,1.9,3.5,14.5
CN(Cc1ccccc1)C(=O)c1ccccc1NC(=O)c1ccco1,16.7,-17.0,-4.2,-0.1,-7.9,-4.0,-3.1,3.3,-17.5
COC(=O)CN(n1cnnc1)S(=O)(=O)c1ccc(C)cc1,12.6,0.9,-14.7,-1.7,-1.9,0.6,-3.3,-2.1,-1.1
CN(C(=S)NC(=O)c1ccccc1Br)C1CCCCC1,-30.1,-22.4,1.9,-0.5,10.8,-1.1,-5.0,-2.4,4.1
CCC1CCCCN1C(=O)CCS(=O)(=O)c1ccccc1 (configuration not stated),-2.6,-24.8,-3.1,1.7,5.3,-0.9,-4.6,-0.9,-7.2
CCOc1ccc(S(=O)(=O)N2CCCC(C(=O)N3CCOCC3)C2)cc1C (configuration not stated),45.9,10.7,-3.2,5.7,-4.8,-5.6,1.8,8.8,-5.5
COc1ccccc1CNc1ccc(N2CCOCC2)c(C(=O)O)c1,-14.3,3.7,-10.0,-3.5,-6.4,-0.2,-3.0,0.2,10.3
O=C(COc1ccc(Br)cc1Cl)NC(=S)Nc1ccccn1,27.2,-31.1,7.8,2.2,2.2,-5.2,16.8,-126.6,-24.7
Cc1ccc(NC(=O)CS(=O)CC(=O)NCCCN(C)c2ccccc2)cc1 (configuration not stated),15.6,3.0,13.7,-1.6,1.4,0.5,-13.3,-11.9,1.5
O=C(c1ccco1)N1CCN(S(=O)(=O)c2ccc3c(c2)CCN3C(=O)C2CC2)CC1,25.6,2.4,-9.4,-1.4,1.4,-1.5,-11.5,1.1,20.1

# Arranged by value in Mdm2-MdmX inh (lowest first): some entries from above
SMILES | Mdm2-MdmX inh
COc1ccccc1CNc1ccc(N2CCOCC2)c(C(=O)O)c1 | -14.3
O=C(COc1ccc(Br)cc1Cl)NC(=S)Nc1ccccn1 | 27.2
CCOc1ccc(S(=O)(=O)N2CCCC(C(=O)N3CCOCC3)C2)cc1C (configuration not stated) | 45.9

# Additional results follow:
SMILES,Mdm2-MdmX inh,Gli-Sufu block,CCR6 antag,CHOP UPR activ,CXCR6 inh,XBP1 UPR activ,EBI2 block,Jurkat NFkB inh,697 NFkB inh
O=C(C1CCN(S(=O)(=O)c2cccs2)CC1)N1CCN(c2ccccc2)CC1,-34.6,-37.6,14.8,0.9,9.4,0.4,-7.4,4.7,7.9
Cc1ccc(NC(=O)CCSc2nnc(Cc3ccccc3)o2)cc1,-14.7,-6.0,3.8,1.9,3.1,0.0,7.8,6.6,-29.6
NC1=NC[C@H](CC2CCCCC2)N1CCc1cc(C(F)(F)F)cc(C(F)(F)F)c1,100.2*,6.0,5.5,-0.1,-11.6,2.2,4.9,5.4,4.0
CSc1nc(NS(=O)(=O)c2cc(C)c(Cl)cc2Cl)nn1C,-2.1,-1.4,-1.5,-2.8,0.5,-3.9,-8.8,-26.6,-30.1
COc1ccc(NC(=O)CCS(=O)(=O)c2cc3c(cc2Cl)NC(=O)CO3)cc1OC,31.1,45.7,-0.5,-3.0,-5.8,-0.7,-5.2,6.8,15.1
CCS(=O)(=O)c1c([N+](=O)[O-])ncn1C,0.9,-7.0,5.6,2.1,7.2,-4.4,-24.4,-15.0,-21.6
Cc1ccc(C(=O)O)cc1NC(=O)Nc1cccc2ccccc12,9.8,-7.9,-1.9,0.5,-0.6,-2.9,-0.1,10.2,-10.1
Cc1ccc(CNC(=O)C2CCC(=O)N(CCc3cccc(F)c3)C2)cc1 (configuration not stated),10.7,9.2,1.0,1.7,-3.4,-3.3,18.5,-2.1,14.5
COc1ccc(N(C(=O)c2ccco2)C(C(=O)NC2CCCC2)c2cccs2)cc1 (configuration not stated),-8.1,-11.0,19.1,-0.9,-1.0,-0.9,-4.7,-6.6,-5.1

# High-throughput results: PubChem, Sanford-Burnham Center for Chemical Genomics
